# FLuc inh counter: Photinus pyralis luciferase inhibition counter-screen; ATPLite firefly luciferase biochemical luminescence, 10 min; inhibition, % at 10 µM; 200,000 tested, 1.5% active;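 active = inhibition above about 50% when tested at 10 µM, limit read from the data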
# Target sequence (P08659 whole entry, looked up): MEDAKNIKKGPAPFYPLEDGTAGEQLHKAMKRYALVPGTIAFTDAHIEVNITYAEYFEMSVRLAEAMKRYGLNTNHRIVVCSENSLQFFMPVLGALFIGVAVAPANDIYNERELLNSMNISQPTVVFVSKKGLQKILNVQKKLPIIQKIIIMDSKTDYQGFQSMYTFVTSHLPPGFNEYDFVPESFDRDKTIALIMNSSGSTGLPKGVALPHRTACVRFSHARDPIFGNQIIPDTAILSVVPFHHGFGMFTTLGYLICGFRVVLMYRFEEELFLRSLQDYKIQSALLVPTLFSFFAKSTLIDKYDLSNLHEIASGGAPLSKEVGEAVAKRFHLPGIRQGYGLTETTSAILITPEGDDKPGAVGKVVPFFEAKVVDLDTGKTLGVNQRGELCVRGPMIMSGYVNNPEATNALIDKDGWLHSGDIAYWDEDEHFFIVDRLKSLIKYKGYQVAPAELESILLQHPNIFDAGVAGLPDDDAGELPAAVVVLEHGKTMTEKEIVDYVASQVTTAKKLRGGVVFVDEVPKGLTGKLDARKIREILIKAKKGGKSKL
# NF-kB expr up: raises NF-kB expression in human neuronal cells. NF-kB reporter expression; stronger effect = higher value. fold change at 12.5 µM. 190,000 tested, 1.6% active. AID 1239; in the data active = fold change above about 3.3
# RAM inhibit: yeast RAM network inhibition | S. cerevisiae dse1pr::URA3 reporter, 5-FOA growth OD615, 2 d; analog-sensitive cbk1-as2 kinase mutant strain | inhibition, % at 50 µM | 190,000 tested, 1.8% active | AID 868;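 active = inhibition above a set limit, 3 SD over mean compound inhibition, cut at about 8.4% in these data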;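 also: 0% = DMSO-only wells with no growth and 100% = 10 µM 1-NA-PP1 full growth; inhibition rescues growth on 5-FOA so higher OD means more RAM inhibition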
# APP 5'UTR act: activates APP 5'UTR luciferase reporter. SH-SY5Y APP 5'UTR luciferase reporter, luminescence; zero percent = DMSO vehicle wells. activation, % at 2 µM. 190,000 tested, 1% active. AID 1276;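 active = activation above a set limit, based on mean plus 3 SD of controls, cut at about 140% in these data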; also: values of inactives mirror those of a sister screen read the other way
# STAT1 act: STAT1 signaling activation | NIH 3T3 STAT1-luciferase reporter, IFN-gamma, luminescence; 100% = IFN-gamma alone, no compound | activation (% of control), % at 5.5 µM | 200,000 tested, 2.6% active | AID 932;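 active = activation above the screen-wide mean activation plus 3 SD, cut at about 130% in these data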;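 also: raw ratio to IFN-gamma control signal so 100% means no change and 0% no light; values of inactives mirror those of a sister screen read the other way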
# Hsp70 activator: Hsp70 transcriptional activation, primary screen; HeLa Hsp70 promoter luciferase reporter, luminescence; scaled: vehicle 0, proteasome-inhibitor control 100%; activation, % at 10 µM; 200,000 tested, 0.04% active;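 active = activation above the mean across all tested compounds plus 3 SD, cutoff set per campaign, cut at about 5.5% in these data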;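 also: 100% = MG132 at 30 µM as the positive control and 0% = DMSO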
# STAT3 inh: STAT3 signaling inhibition | U3A cells, IL-6 STAT3-luciferase reporter, luminescence; host cell line lacks STAT1 | inhibition, % at 5.5 µM | 190,000 tested, 0.89% active;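 active = inhibition above the mean inhibition across all screened compounds plus 3 SD, cut at about 44% in these data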;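 also: 0% = DMSO only wells and 100% = 100 µM nifuroxazide control wells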
# STAT1 blocker: inhibitors of IFN-gamma induced STAT1 signaling. inhibition, % at 5.5 µM. NIH 3T3 STAT1-luciferase reporter, luminescence. 200,000 tested, 0.35% active;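 active = inhibition above a set limit, the mean inhibition across all tested compounds plus 3 SD, cut at about 34% in these data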;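 also: 0% = IFN-gamma with DMSO and 100% = IFN-gamma with 300 µM nifuroxazide; values of inactives mirror those of a sister screen read the other way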
# APP 5UTR inh: APP translation inhibition; SH-SY5Y APP 5'UTR-luciferase reporter, luminescence; 190,000 tested, 0.82% active; inhibition, % at 2 µM;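 active = inhibition above a set limit, derived from the sample mean plus 3 SD, cut at about 45% in these data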; also: values of inactives mirror those of a sister screen read the other way
# STAT3 act: increases IL-6 driven STAT3 reporter signal. U3A cells, IL-6 STAT3-luciferase reporter, luminescence; 100% = signal with IL-6 EC80 alone. activation (% of control), % at 5.6 µM. 190,000 tested, 0.91% active. AID 871;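 active = activation above the screen-wide mean of compound activation plus 3 SD, cut at about 130% in these data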;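 also: 0% = background luminescence of wells with medium and substrate only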
#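 System – human U3A cells carrying STAT3-luciferase construct · Probe or stimulus – Interleukin-6, 33 ng/mL · Schedule – compound 1 h, then IL-6 6 h at 37 °C · Signal – luminescence from STAT3-driven luciferase reporter · Evaluation – percent of IL-6-only median luminescence · Benchmarks – IL-6-only high control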
# * = called active by the depositor; . = no result given.
SMILES,FLuc inh counter,NF-kB expr up,RAM inhibit,APP 5'UTR act,STAT1 act,Hsp70 activator,STAT3 inh,STAT1 blocker,APP 5UTR inh,STAT3 act
Cc1sc2nc[nH]c(=S)c2c1-c1ccccc1,-7,0.97,1.3,-5,99,-0.4,10,-1,5,97
O=C(CCNc1cccc(Cl)c1)c1ccco1,-9,1.6,-1.1,25,110,0.0,8,-9,-25,99
Cc1nc(N2CCCCC2)sc1C(=O)c1ccc(Cl)c([N+](=O)[O-])c1,-4,1,5.6,-3,95,0.1,8,4,2,99
Cc1ccc(C)c(NC(=O)c2sc(Cl)nc2-c2ccccc2)c1,-3,1.2,15*,-7,102,-0.1,2,-2,7,99
Cc1ccc(OCC(=O)N/N=C\c2ccc(C)o2)c([N+](=O)[O-])c1,7,1.8,3.3,8,102,-0.1,6,-5,-8,100
CCOC(=O)C1CCCN(C(=O)c2cccc(NC(=O)C(CC)CC)c2)C1 (stereo unspecified),-10,1,0.3,8,101,-0.3,0,-3,-8,101
CC(C)N(CC(N)=O)C(=O)Cc1coc2cc3c(cc12)CCC3,1,1,-1.0,18,103,-0.3,-3,-3,-18,102
Cc1nc(N2CCN(c3ccccn3)CC2)c2c(C)c(C(=O)Nc3ccc(F)cc3)sc2n1,-4,0.38,0.0,-9,103,-0.2,24,-4,9,82
O=C(COc1ccccc1)Nc1nn[nH]n1,-10,1.2,1.3,6,101,-0.4,-7,-1,-6,107
NC(=O)c1ccc(N2CCN(c3ccccc3O)CC2)c([N+](=O)[O-])c1,3,0.89,2.6,2,83,-0.5,13,18,-2,91
O=C(CC1SC(=NCC2CCCO2)NC1=O)Nc1cc([N+](=O)[O-])ccc1Cl (stereo unspecified),-1,1.1,0.8,8,103,-0.2,8,-7,-8,97
Cc1cc(C)c(NC(=S)NCC2CCN(C(C)c3ccccc3)C2)c(C)c1 (stereo unspecified),-3,1.2,1.6,18,101,-0.1,0,-3,-18,104
O=C(Nc1ccc(Cl)cc1)N1CCC(c2nc(-c3ccccc3Cl)no2)CC1,6,1.1,1.8,9,100,0.1,16,0,-9,88
Cc1cc(C)cc(NC(=O)Nc2ccc3c(c2)N(C)C(=O)CS3)c1,-3,1,2.4,-3,102,0.1,17,-2,3,93
Nc1nc(SCC(=O)NCc2ccccc2Cl)[nH]c(=O)c1NC(=O)c1ccccc1F,3,0.84,2.6,29,103,0.2,-3,-4,-29,100
Nc1ccc(S(=O)(=O)c2cccc(N)c2)cc1,-3,1.3,0.1,-4,104,0.1,-4,-5,4,106
CN(C)C(=S)SCC(=O)Nc1ccc(Cl)cc1Cl,-7,1.6,5.1,1,119,-0.3,14,-21,-1,90
Cc1cccc(-c2noc(CCC(=O)NCc3ccco3)n2)c1,1,1.2,1.8,-1,94,-0.2,8,6,1,98
CCNCc1ccc(OCc2cccs2)c(OCC)c1,-7,1,1.4,-11,107,-0.1,3,-9,11,99
O=C(O)CCCNc1ccc(S(=O)(=O)N2CCCCC2)cc1,-11,.,2.5,10,94,-0.2,12,7,-10,95

# Continued; the last two above are carried over.
SMILES,FLuc inh counter,NF-kB expr up,RAM inhibit,APP 5'UTR act,STAT1 act,Hsp70 activator,STAT3 inh,STAT1 blocker,APP 5UTR inh,STAT3 act
CCNCc1ccc(OCc2cccs2)c(OCC)c1,-7,1,1.4,-11,107,-0.1,3,-9,11,99
O=C(O)CCCNc1ccc(S(=O)(=O)N2CCCCC2)cc1,-11,.,2.5,10,94,-0.2,12,7,-10,95
COC(=O)c1cccc(S(=O)(=O)N2CCC(n3nnc4cc(F)ccc43)CC2)c1,-1,0.7,3.1,19,93,-0.3,8,8,-19,97
CCC(Oc1ccccc1)C(=O)NC1C(=O)N2C1SC(C)(C)C2C(=O)O (stereo unspecified),-7,1.1,-0.4,10,101,-0.3,-3,0,-10,104
Cc1ccc(N2NC(=O)/C(=C/C=C/c3ccco3)C2=O)cc1C,-5,0.95,5.8,-3,98,-0.4,21,0,3,87
COC(=O)c1ccc(CSc2nnc(N)s2)o1,-3,1.1,0.4,10,94,0.7,6,4,-10,101
COc1ccc(C(=O)OCC(=O)NCCCc2ccccc2)cc1[N+](=O)[O-],3,1.3,8.1,11,102,-0.5,-7,-5,-11,110
Cc1ccc(C(C[N+](=O)[O-])c2c(C)cc3ccccn23)cc1 (stereo unspecified),-3,1.1,5.1,3,90,-0.1,-1,11,-3,101
Cc1noc(C)c1C(=O)NCCCc1ccccc1,-4,0.8,1.5,-10,99,-0.2,12,2,10,95
O=C(Nc1ccc2c(c1)OCO2)c1ccncc1,1,1.5,3.0,11,106,0.0,0,-6,-11,106
CCC(=O)Nc1cc(ON=C(C)C)cc([N+](=O)[O-])c1,-8,0.98,4.2,-3,89,-0.3,-2,11,3,103
CCCCc1n[nH]c2c1/C(=N/O)CC(C)(C)C2,-1,1,0.0,-1,107,0.1,8,-7,1,96

# Profiles, quoted from the list. Order of screens: FLuc inh counter	NF-kB expr up	RAM inhibit	APP 5'UTR act	STAT1 act	Hsp70 activator	STAT3 inh	STAT1 blocker	APP 5UTR inh	STAT3 act
# COC(=O)c1cccc(S(=O)(=O)N2CCC(n3nnc4cc(F)ccc43)CC2)c1 as listed: -1	0.7	3.1	19	93	-0.3	8	8	-19	97
# COC(=O)c1ccc(CSc2nnc(N)s2)o1 as listed: -3	1.1	0.4	10	94	0.7	6	4	-10	101

# The list continues.
SMILES,FLuc inh counter,NF-kB expr up,RAM inhibit,APP 5'UTR act,STAT1 act,Hsp70 activator,STAT3 inh,STAT1 blocker,APP 5UTR inh,STAT3 act
CCOC(=O)c1c(-c2ccco2)csc1N,-2,1.2,2.3,-10,101,-0.3,14,-1,10,96
COc1ccc(C(C)=O)cc1COC(=O)CNC(=O)c1ccc(Cl)cc1,-4,1.1,3.9,-13,95,-0.4,-4,5,13,100
CCOC(=O)c1ccc(NC(=O)CC2C(=O)N(c3cccc(OC)c3)C(=O)N2CCOC)cc1 (stereo unspecified),-7,1.1,0.2,16,102,-0.3,-2,-2,-16,107
Cc1ccc(Cn2c(Sc3ncccn3)nc3c2c(=O)[nH]c(=O)n3C)cc1,-10,0.73,0.3,-3,98,-0.1,5,4,3,101
COc1cccc(-c2cc(C(F)(F)F)nc(NCc3ccco3)n2)c1,-5,1.4,8.9*,9,94,-0.4,-6,7,-9,108
COc1ccccc1/C=C1\CCCC2=C1Nc1nnnn1C2c1ccccc1OC (stereo unspecified),-4,1.9,3.9,-9,100,-0.1,-8,0,9,107
CCOC(=O)c1[nH]cnc1C(=O)Nc1ccccn1,4,1.2,1.3,-5,105,-0.3,1,-6,5,102
Cc1ccc(NC(=O)c2c(C(=O)Nc3ccccc3)sc3nc(C)cc(=O)n23)cc1,-7,1.1,1.6,8,103,-0.2,-2,-2,-8,102
Cc1ccc(Nc2nc(N)nc(CSc3nncn3C)n2)cc1,50,1.7,0.9,65,116,0.2,-7,-18,-65,109
COC(=O)c1ccccc1NS(=O)(=O)c1ccc2c3c(cccc13)C(=O)N2,-4,.,.,5,95,0.0,-12,5,-5,113
O=C(CCCOc1ccccc1)OCn1nnc2ccccc2c1=O,-2,1.2,-0.4,-2,100,-0.1,4,0,2,104
CCCCN(C)C(=O)C(Cc1ccccc1)NS(=O)(=O)c1ccc2c(c1)CCC(=O)N2 (stereo unspecified),-5,0.62,4.7,-1,100,-0.1,9,0,1,100
N#C/C(=C\c1cccc([N+](=O)[O-])c1)C(=O)NCC1CCCO1 (stereo unspecified),-3,1.3,0.1,-8,86,-0.3,8,13,8,99
CCOc1cc(N2CCOCC2)c(OCC)cc1NC(=O)C(NC(=O)c1ccco1)C(C)C (stereo unspecified),-3,0.98,2.6,-11,99,-0.2,-2,3,11,106
C/C(=N/Nc1nc(-c2ccccc2)cc(-c2ccc(F)cc2)n1)c1cccc(N)c1,40,0.64,1.2,5,96,0.1,0,4,-5,95
Cc1noc(NS(=O)(=O)c2ccc(NC(=O)CSc3nnc(-c4ccccc4)n3C3CCCCC3)cc2)c1C,-8,1.2,4.8,1,101,0.3,-6,-1,-1,105
Cc1cccc(COCC(Cc2ccccc2)N2CCN(C(=O)c3cccc(Cl)c3)CCC2=O)c1 (stereo unspecified),-5,0.83,3.2,-8,106,0.0,-10,-7,8,106
CCCCCC(=O)Nc1ccc(-c2csc(C)n2)cc1,9,1.5,-0.1,-7,112,-0.1,10,-14,7,95
Cc1nc2ccccc2nc(C)c1=NO,0,1.2,-0.4,52,138*,0.0,-8,-42,-52,111
CCOC(=O)c1nn(-c2ccc(OCC)cc2)c2nc(CC(C)C)c(C#N)c(=O)n12,-6,1.6,6.6,-1,101,-0.2,5,0,2,98
COc1cc2c(=O)c(-c3ccc(O)cc3)coc2cc1OC1OC(CO)C(O)C(O)C1O (stereo unspecified),3,1.2,0.7,18,112,0.6,-4,-13,-18,101
O=C(Cn1c2c(sc1=O)C1c3ccccc3OCC1CS2)Nc1ccc(Cl)cc1 (stereo unspecified),-16,1.2,2.6,-10,100,-0.4,0,3,10,98
N=C(N=C(N)N)N1CCc2ccccc21,-6,1.1,3.5,1,98,-0.2,3,1,-1,104
CC(C)c1ccc(C2NC(C(=O)O)CS2)cc1 (stereo unspecified),-3,0.94,0.9,4,103,-0.5,9,-3,-4,98
Cc1ccc(-c2cc(-c3ccccc3Cl)[nH]n2)c(O)c1,4,9.8*,0.0,171*,102,0.0,-18,-3,-171,118
CCCN1C2CCCC1CC(NC(=O)NC1CCCCC1)C2 (stereo unspecified),-7,1.5,-0.6,4,106,2.1,3,-7,-4,102
COc1ccccc1NC(=O)C/C(C)=N/NC(=O)COc1c(Br)cc(Br)cc1OC,-6,1.1,-0.7,10,101,0.1,8,-3,-10,103
Cc1ccn2c(C(=O)N/N=C\c3ccccc3[N+](=O)[O-])c(C)nc2c1,.,.,.,.,113,-0.2,13,-14,.,94
CCOc1ccc(N2C(=O)Nc3ccccc3C2(O)C(=O)NCc2ccc(C)cc2)cc1 (stereo unspecified),-8,1.4,2.0,20,96,-0.4,0,4,-20,103
Cc1ccc(NC(=O)Cn2cccc2)cc1,1,1.3,1.0,5,98,-0.5,1,1,-5,100
COCC(=O)Nc1ncc(S(=O)(=O)c2ccc([N+](=O)[O-])cc2)s1,-11,0.91,2.0,-4,100,0.0,8,2,4,97
CCOC(=O)c1cnc2ccc(OCC)cc2c1NCc1cccnc1,-1,1.4,-0.5,9,109,-0.1,15,-10,-9,90
Cc1ccc(-c2ccc(C(=O)Nc3cccc(F)c3)o2)c2ccccc12,0,1.1,4.3,19,109,0.0,8,-10,-19,91
Cc1ccccc1CNCc1cccnc1,20,1,-0.8,-14,96,-0.3,-4,1,14,103
CSc1ccc(CNC(C)(C)CO)cc1,-6,0.96,2.1,-2,101,0.2,-1,-2,2,102
CC(C)N(C(=O)CN1C(=O)NC2(CCCCCC2)C1=O)C(C)C,-2,0.89,0.8,-13,98,-0.5,-9,4,13,108
CC1CCN(S(=O)(=O)c2ccc(NC(=O)CSc3nnnn3C)cc2)CC1,-6,1.2,1.9,3,90,-0.3,4,11,-3,102
Cc1ncoc1C(=O)Nc1ccccc1C(N)=O,2,1.3,0.6,1,99,-0.4,12,1,0,92
O=C(NC(=S)N1CCN(CCO)CC1)C12CC3CC(CC(C3)C1)C2,-2,1.5,-0.4,3,96,-0.2,-2,3,-3,106
COc1ccc(/C=N/NC(=O)CCc2n[nH]c(=O)[nH]c2=O)cc1O,-5,0.98,0.5,21,107,-0.4,8,-7,-21,97
COCc1nnc(NC(=O)CC(C)C)s1,-6,1.1,0.1,7,97,-0.1,-1,3,-7,103

# Assay outcomes: PubChem, several laboratories
